# TMEM16A inh = TMEM16A chloride channel inhibitors, primary screen, cell-based, HTS | Anoctamin-1 (Mus musculus), Q8BHY3 | HEK293 TMEM16A/YFP iodide influx fluorescence, ionomycin | normalized B-score (activity score, 25-100; higher = stronger inhibition) at 10 µM | 1.2% of 310,000 active;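 active = ratio plate-corrected score three or more library SD toward inhibition, starting fluorescence score within five deviations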;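 note: score derived from kinetic fluorescence span divided by baseline fluorescence per well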
# TRPC4 act = activators of mouse TRPC4 channel, primary screen, Fluo4 calcium, HEK293 TRPC4beta/mu-opioid cells | Fluo4 calcium fluorescence; stronger effect = higher value | Short transient receptor potential channel 4 (Mus musculus), Q9QUQ5 | 0.49% of 310,000 active | B-score at 10 µM | AID 2237, 2010;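 active = B-score above 5 SD of library B-scores, and initial fluorescence ratio not above library mean plus 5 SD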;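 note: positive B-score marks a calcium rise read as TRPC4 activation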
#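 Assay system – TRPC4beta and mu-opioid receptor HEK293 stable cells · Measured by – Fluo4 fluorescence, kinetic · Schedule – dye loading 45 min room temperature, 110 s kinetic read · Read-out – B-scored integrated calcium fluorescence ratio · Controls – buffer and maximal DAMGO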
# MrgX1 agonist = agonists of human MrgX1 receptor, primary screen, HEK293 cells, Fluo-4 calcium flux; Fluo-4 calcium fluorescence, agonist mode; stronger effect = higher value; B-score at 10 µM; AID 588627, 2011; Mas-related G-protein coupled receptor member X1 (Homo sapiens), Q96LB2; 0.44% of 310,000 active;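 active = calcium response B-score plate-corrected fluorescence ratio at least 3 library SD, with starting fluorescence B-score inside 5 SD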
#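 times = overnight plating, then 30 min 37 °C plus 30 min room-temperature dye loading | assay system = stable human MrgX1 HEK293 cell line | input = fifteen thousand cells per well | signal = kinetic calcium dye fluorescence, Fluo-4 NW | dosing = compound delivered in addition one of three | read-out = B-scored fluorescence response ratio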
# TRPC4 PAM = positive allosteric modulators of TRPC4, primary screen, cell-based, mouse TRPC4beta, HEK293 mu-opioid, Fluo-4 calcium | B-score at 10 µM | Short transient receptor potential channel 4 (Mus musculus), Q9QUQ5 | AID 2227, 2009 | DAMGO EC20, Fluo-4 Ca2+ flux; stronger effect = higher value | 0.42% of 310,000 active;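 active = B-score of calcium response area above 5 SD of library B-scores, with initial fluorescence ratio within 5 SD of library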;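 note: B-score of integrated fluorescence ratio over time as area under calcium response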
# ANO1 activ = TMEM16A chloride channel activators or potentiators, primary screen, cell-based, HTS; 0.3% of 340,000 active; B-score at 10 µM; Anoctamin-1 (Mus musculus), Q8BHY3; HEK293 TMEM16A/YFP-H148Q/I152L, iodide quench fluorescence; stronger effect = lower value;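 active = fluorescence-ratio B-score plate-corrected deviation score at least 3 library SD below zero, with starting fluorescence score within 5 deviations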;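 note: channel opened by trigger with iodide after compound preincubation; score built on the fluorescence ratio of max minus min over baseline; more negative score means more quench and so TMEM16A activation or potentiation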
# TRPC6 inh = mouse TRPC6 channel inhibitors, primary screen, cell-based, HEK293, membrane potential dye; ACh-evoked depolarization; stronger effect = lower value; B-score at 10 µM; 1.1% of 310,000 active; Short transient receptor potential channel 6 (Mus musculus), Q61143;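 active = B-score under library mean minus 3 SD, initial fluorescence not abnormally high, positive integrated signal ratio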;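 note: B-score derived from integrated fluorescence ratio over the kinetic read; more negative B-score means stronger inhibition of depolarization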
# Target sequence (Q61143 whole entry, looked up): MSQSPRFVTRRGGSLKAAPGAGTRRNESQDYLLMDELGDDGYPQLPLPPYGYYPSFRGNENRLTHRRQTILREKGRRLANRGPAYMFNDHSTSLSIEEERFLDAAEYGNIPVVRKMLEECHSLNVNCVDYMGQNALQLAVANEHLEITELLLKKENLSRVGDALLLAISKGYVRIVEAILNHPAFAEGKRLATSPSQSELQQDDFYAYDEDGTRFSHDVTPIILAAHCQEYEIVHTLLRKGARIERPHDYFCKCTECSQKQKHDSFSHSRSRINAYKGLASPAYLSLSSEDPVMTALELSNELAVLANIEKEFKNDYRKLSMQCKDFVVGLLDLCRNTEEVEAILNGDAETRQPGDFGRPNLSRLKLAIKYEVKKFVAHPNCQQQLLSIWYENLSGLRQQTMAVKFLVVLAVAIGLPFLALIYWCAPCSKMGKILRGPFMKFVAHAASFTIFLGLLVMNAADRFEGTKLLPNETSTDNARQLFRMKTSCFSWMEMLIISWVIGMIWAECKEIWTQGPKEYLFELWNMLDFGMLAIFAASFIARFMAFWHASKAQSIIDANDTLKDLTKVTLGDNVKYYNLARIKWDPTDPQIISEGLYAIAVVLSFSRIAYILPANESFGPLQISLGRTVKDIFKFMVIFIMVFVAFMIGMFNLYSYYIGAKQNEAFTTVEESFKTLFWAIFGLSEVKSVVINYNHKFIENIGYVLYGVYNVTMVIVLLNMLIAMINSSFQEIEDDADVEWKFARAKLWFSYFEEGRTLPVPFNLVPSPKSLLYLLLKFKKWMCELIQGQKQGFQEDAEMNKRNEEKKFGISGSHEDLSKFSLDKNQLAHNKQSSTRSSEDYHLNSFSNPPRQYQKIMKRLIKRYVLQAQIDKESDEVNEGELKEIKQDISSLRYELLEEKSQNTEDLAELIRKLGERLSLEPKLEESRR
# MrgX1 PAM = positive allosteric modulators of MrgX1, primary screen, HEK293 cells, Fluo-4 calcium flux. B-score at 10 µM. FDSS; stronger effect = higher value. 0.63% of 310,000 active. AID 588675, 2011. Mas-related G-protein coupled receptor member X1 (Homo sapiens), Q96LB2;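 active = plate-corrected calcium response at least 3 library SD above typical, normal starting fluorescence, not activating the receptor alone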;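 note: compound read alongside a low EC10 to EC30 dose of BAM8-22 agonist; peak minus trough fluorescence over baseline measured at the second addition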
# MrgX1 antagonist = antagonists of human MrgX1 receptor, primary screen, HEK293 cells, Fluo-4 calcium flux. B-score at 10 µM. 1.3% of 310,000 active. BAM8-22 antagonism; stronger effect = lower value. Mas-related G-protein coupled receptor member X1 (Homo sapiens), Q96LB2. AID 588676, 2011;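 active = calcium-response B-score plate-corrected more than 3 library SD below zero, starting fluorescence within 5 deviations, no agonist response on first addition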;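 note: peak minus trough fluorescence over baseline after final BAM8-22 challenge near maximal dose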
# TRPC4 inh = inhibitors of mouse TRPC4 channel, primary screen, Fluo4 calcium, HEK293 TRPC4beta/mu-opioid cells | Short transient receptor potential channel 4 (Mus musculus), Q9QUQ5 | DAMGO-evoked Fluo4 calcium flux; stronger effect = lower value | B-score at 10 µM | 0.39% of 300,000 active | AID 2247, 2010;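 active = B-score over 3 SD under the library average, no early fluorescence shift, positive overall ratio signal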
#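 Material: HEK293 cells with stable TRPC4beta plus mu-opioid receptor expression / Probe or stimulus: DAMGO in two steps, submaximal then maximal / Compound: single concentration per test compound / Technique: kinetic Fluo4 fluorescence imaging of calcium influx / Read-out: per-well B score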
# TRPC6 activator = mouse TRPC6 channel activators, primary screen, cell-based, HEK293, membrane potential dye. B-score at 10 µM. HEK293-TRPC6 membrane potential dye fluorescence; stronger effect = higher value. 0.13% of 310,000 active;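 active = B-score of the integrated fluorescence ratio above library mean plus 3 SD, and starting fluorescence ratio within library mean plus 5 SD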;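 note: higher score means more depolarization so channel activation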
# SKKanGAS inh = S. pyogenes SKKanGAS growth inhibitors in kanamycin, primary screen, streptokinase expression inhibitor project, SKKanGAS strain, BacTiter-Glo luminescence; 6 h; inhibition, % at 7.5 µM; 1.3% of 300,000 active;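 active = mean replicate score, as percent of positive control median, at least 50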;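 note: strain carries kanamycin resistance gene driven by streptokinase promoter and grows in 40 µg/ml kanamycin; loss of luminescence reflects streptokinase promoter inhibition or plain growth inhibition; 0% = median of DMSO wells and 100% = positive control at its reference dose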
# Starred values were filed as active, the others as inactive; i = inactive; · = not tested or not shown.
SMILES,TMEM16A inh,TRPC4 act,MrgX1 agonist,TRPC4 PAM,ANO1 activ,TRPC6 inh,MrgX1 PAM,MrgX1 antagonist,TRPC4 inh,TRPC6 activator,SKKanGAS inh
O=C(O)CCCC(=O)Nc1ccc(-n2ccc(C(F)(F)F)n2)cc1,i,i,i,i,i,i,i,i,i,i,7
COc1ccc(-c2nnc(SC(C)C(=O)Nc3cccc(Cl)c3)o2)cc1 (stereo unspecified),i,i,i,i,i,i,i,i,i,i,6
Cc1ccc(S(=O)(=O)NCCC(=O)N2CC(C)OC(C)C2)cc1 (stereo unspecified),i,i,i,i,i,i,i,i,i,i,-2
Cn1cccc1C(=O)NNC(=O)COc1ccccc1F,i,i,i,i,i,i,i,i,i,i,-4
O=C(CN1CCCN(S(=O)(=O)c2ccc(Br)cc2)CC1)Nc1ccc2cn[nH]c2c1,·,i,·,i,·,i,·,·,i,i,-6
O=C(NCc1cccnc1)c1cc(-c2ccc(Cl)cc2)oc1C(F)(F)F,i,i,i,i,i,i,i,i,i,i,2
CCCCCCCCCCCCS(=O)(=O)CCC(=O)O,i,i,i,i,i,i,i,i,i,i,17
Nc1nonc1-n1nnc(C(=O)N/N=C/c2cc(Br)cs2)c1-c1ccccc1,i,i,i,i,i,i,i,i,i,i,6
Cc1ccc(C2=NN(C(=O)CCl)C(c3cccs3)C2)o1 (stereo unspecified),i,i,i,i,i,i,i,i,i,i,4
CCSC1=C(C#N)C(c2ccc(C)s2)CC(=O)N1 (stereo unspecified),i,i,i,i,i,i,i,i,i,i,-7
CC(C(=O)Nc1cccc([N+](=O)[O-])c1)N1C(=O)NC2(CCCC2)C1=O (stereo unspecified),i,i,i,i,i,i,i,i,i,i,1
OCCN(Cc1ccccc1)Cc1ccccc1O,i,i,i,i,i,i,i,i,i,i,-5
CCCS(=O)(=O)N1CCCC(C(=O)N2CCCCC2)C1 (stereo unspecified),i,i,i,i,i,i,i,i,i,i,-1
COC(=O)C1C(=O)C2=C(CC1C)NC(=O)CC2c1cccc(C)c1 (stereo unspecified),i,·,i,·,i,·,i,i,·,·,1
CCN1CNC(=S)N(c2cccc(C)c2)C1,i,i,i,i,i,i,i,i,i,i,1
COc1ccc(C(O)Cn2cc([N+](=O)[O-])nc2C)cc1 (stereo unspecified),i,i,i,i,i,i,i,i,i,i,0
CCc1ccc(S(=O)(=O)Nc2cccc(-c3ccc4nncn4n3)c2)s1,i,i,i,i,i,i,i,i,i,i,11
Cc1nnc2sc(-c3ccc(-c4ccc(Cl)c(C(F)(F)F)c4)o3)nn12,i,i,i,i,i,i,i,i,i,i,12
O/N=C/Cc1[nH]c2ccccc2c1-c1ccccc1,i,i,i,i,i,i,i,i,-5*,i,2
COCCNc1nc(-c2cc(-c3ccc(Cl)cc3)on2)cc(C(C)C)n1,i,i,i,i,i,i,i,i,i,i,15
CC(C)(C)c1cc(NC(=O)c2cccs2)no1,i,i,i,i,i,i,i,i,i,i,9
Cc1ccc(C)c(NC(=O)CCC(=O)NNC(=S)Nc2ccccc2)c1,i,i,i,i,i,i,i,i,i,i,18
COc1cc(S(=O)(=O)N(Cc2cccs2)CC2CCCO2)ccc1-n1cnnn1 (stereo unspecified),i,i,i,i,i,i,i,i,i,i,-5
CSc1nsc(SCC(=O)Nc2ccccc2C(=O)O)n1,i,i,i,i,i,i,i,i,i,i,12
O=C1CCCN1S(=O)(=O)c1ccc(F)cc1,i,i,i,i,i,i,i,i,i,i,-7
CCOc1c(Cl)cc(CNCC(C)C)cc1OC,i,i,i,i,i,i,i,i,i,i,-7
C=C(C)C(=O)Nc1cccc(C2=NOC3(C2)C[C@@H](C(N)=O)N(C(=O)C2(C)CC2)C3)c1 (stereo partly specified),i,i,i,i,i,i,i,i,i,i,0
c1ccc2nc3c(nc2c1)CCc1nonc1-3,i,i,i,i,i,i,i,i,i,i,0
CCN(CC)c1ccc(CNC23CN4CN(CN(C4)C2)C3)cc1,i,i,i,i,i,i,i,i,i,i,-5
CCOC(=O)c1c(-c2ccc(OC)cc2)csc1NC(=O)CCN1C(=O)c2ccccc2C1=O,i,i,i,i,i,i,i,i,i,i,7
COc1cc(NC2c3ccccc3C(=O)N2Cc2ccccc2Cl)cc(OC)c1 (stereo unspecified),i,i,i,i,i,i,i,i,i,i,-1
COc1ccc(-n2ccnc(SCC(=O)NC3CCCCC3)c2=O)cc1,i,i,i,i,i,i,i,i,i,i,-1
CCc1ccc(N(C(=O)c2csnn2)C(C(=O)NC(C)(C)CC)c2cccnc2)cc1 (stereo unspecified),i,i,i,i,i,i,i,i,i,i,0
CC(=O)c1cc(-c2ccccc2)n(CC(=O)Nc2ccc(C)c(C)c2)c1C,i,i,i,i,i,i,i,i,i,i,3
c1ccc(CCc2nc(-c3ccccc3)no2)cc1,i,i,i,i,i,i,i,i,i,i,43
COc1ccc(C)cc1NC(=O)c1ccc(S(=O)(=O)N2CCCCC2)cc1,i,i,i,i,i,i,i,i,i,i,-18
CCN(Cc1ccncc1)Cc1cn(C)nc1-c1ccc(Oc2ccccc2)cc1,100*,i,i,i,i,i,i,i,i,i,2
COc1ccc(-c2noc(CCC(=O)NCc3cccnc3)n2)cc1,i,i,i,i,i,i,i,i,i,i,9
Fc1ccc(-c2nc3cnccn3c2NC2CCCC2)cc1,i,i,i,i,i,i,i,i,i,i,2
Cn1c2c(c(=O)n(C)c1=O)[C@@]1(C(=O)Nc3ccccc31)C(C#N)=C(N)O2,i,i,41*,i,i,i,i,i,i,i,-1
COc1ccc(C(=O)Nc2nnc(CCc3ccccc3)s2)c(OC)c1,i,i,i,i,i,i,i,i,i,i,5
Cc1ccc(-c2ccnc3[nH]n(-c4ccccc4)c(=O)c23)cc1,i,i,i,i,i,i,i,i,i,i,6
COc1ccc(C(=O)NC(=S)NNC(=O)c2ccc(C)cc2)cc1,i,189*,149*,i,i,i,i,i,i,i,83*
CC(C)(CO)N=Cc1c(O)[nH]c2ccccc12,i,i,i,i,i,i,i,i,i,i,2
CN(C)CC/C=C1/c2ccc(F)cc2Sc2ccc(Cl)cc21,i,i,i,i,i,-5.8*,i,i,i,i,1
O=C(Cc1ccccc1)Nc1ccccc1N1CCOCC1,i,i,i,i,i,i,i,i,i,i,4
CCOC(=O)C1CCCCN1Cc1ccc(F)cc1 (stereo unspecified),i,i,i,i,i,i,i,i,i,i,-3
COc1ccccc1CCC(=O)Nc1ncc(C)s1,i,i,i,i,i,i,i,i,i,i,-7
O=S(=O)(Nc1cccnc1)c1ccc(C2CCCCC2)cc1,i,i,i,i,i,i,i,i,i,i,1
O=S(=O)(Nc1ccc(O)c2ccccc12)c1ccc(OC(F)(F)F)cc1,i,i,i,i,i,i,i,i,i,i,14
Cc1ncc(CN2CCCC(C(=O)Nc3ccc(-c4cscn4)cc3)C2)cn1 (stereo unspecified),i,i,i,i,i,i,i,i,i,i,4
COc1ccc(Br)cc1CNC(=O)C1CCN(S(=O)(=O)N2CCCC2)CC1,i,i,i,i,i,i,i,i,i,i,0
CCOc1ccc(CCNC(=O)c2cc3c(s2)CS(=O)(=O)C3)cc1OCC,i,i,i,i,i,i,i,i,i,i,1
Cc1ccc(C(=O)NC2CC3CCC(C2)N3Cc2ccco2)cc1 (stereo unspecified),i,i,i,i,i,i,i,-7.8*,i,i,4
Cc1ccc(NC(=O)CCCNC(=O)c2ccc(Cl)cc2)c(O)c1,i,i,i,i,i,i,i,i,i,i,-6
CS(=O)(=O)NCCCNc1ccc(Cl)cc1[N+](=O)[O-],i,i,i,i,i,i,i,i,i,i,10
Cc1cc(N2CCOCC2)ccc1/C=C1\NC(=O)N(Cc2ccccc2)C1=O,i,i,i,i,i,i,i,i,i,i,-3
COc1ccc(N(CC(=O)N/N=C(\C)CCc2ccccc2)S(=O)(=O)c2ccc(C)cc2)cc1,i,i,i,i,i,i,i,i,i,i,1
COC(=O)c1cccc(N(C(=O)CNC(=O)c2ccco2)C(C(=O)NC2CCCC2)c2ccco2)c1 (stereo unspecified),i,i,i,i,i,i,i,i,i,i,-4
COC(=O)c1ccc(NC(=O)CCc2nnc3ccc(N4CCC5(CC4)OCCO5)nn23)cc1,i,i,i,i,i,i,i,i,i,i,22
# Next section
SMILES,TMEM16A inh,TRPC4 act,MrgX1 agonist,TRPC4 PAM,ANO1 activ,TRPC6 inh,MrgX1 PAM,MrgX1 antagonist,TRPC4 inh,TRPC6 activator,SKKanGAS inh
COc1c(CC=C(C)C)cc(C2CC(=O)c3c(O)cc(O)cc3O2)cc1CC=C(C)C (stereo unspecified),i,i,i,i,i,i,i,i,i,i,101*
COc1ccc2[nH]c(=O)c(CN(CCO)C(=O)c3cccs3)cc2c1,i,i,i,i,i,i,i,i,i,i,-4
Cc1cc(C)c(N2C(=O)CCCC2=O)c(Cl)c1,i,i,i,i,i,i,i,i,i,i,2
CC(C)N(Cc1nc2ccccc2[nH]1)C(C)C,i,i,i,i,i,i,i,i,i,i,0
Cc1cc(Cl)ccc1NC(=O)C1COc2ccccc2O1 (stereo unspecified),i,i,i,i,i,i,i,i,i,i,4

# Bioassay records (PubChem)

# Random draw from the library (roughly 6.7% active in at least one column).
